ANO1 block: inhibitors of mouse TMEM16A calcium-activated chloride channel | Q8BHY3 | HEK293 TMEM16A/YFP iodide influx fluorescence, ionomycin | normalized B-score (activity score, 25-100; higher = stronger inhibition) at 10 µM | 1.2% of 310,000 active | AID 588511;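 active = ratio plate-corrected score three or more library SD toward inhibition, starting fluorescence score within five deviations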;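 note: score derived from kinetic fluorescence span divided by baseline fluorescence per well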
TRPC6 activator: activators of mouse TRPC6 channel; HEK293-TRPC6 membrane potential dye fluorescence; active compounds read high; B-score at 10 µM; 0.13% of 310,000 active;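 active = B-score of the integrated fluorescence ratio above library mean plus 3 SD, and starting fluorescence ratio within library mean plus 5 SD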;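 note: higher score means more depolarization so channel activation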
Target sequence (Q61143 whole entry, looked up): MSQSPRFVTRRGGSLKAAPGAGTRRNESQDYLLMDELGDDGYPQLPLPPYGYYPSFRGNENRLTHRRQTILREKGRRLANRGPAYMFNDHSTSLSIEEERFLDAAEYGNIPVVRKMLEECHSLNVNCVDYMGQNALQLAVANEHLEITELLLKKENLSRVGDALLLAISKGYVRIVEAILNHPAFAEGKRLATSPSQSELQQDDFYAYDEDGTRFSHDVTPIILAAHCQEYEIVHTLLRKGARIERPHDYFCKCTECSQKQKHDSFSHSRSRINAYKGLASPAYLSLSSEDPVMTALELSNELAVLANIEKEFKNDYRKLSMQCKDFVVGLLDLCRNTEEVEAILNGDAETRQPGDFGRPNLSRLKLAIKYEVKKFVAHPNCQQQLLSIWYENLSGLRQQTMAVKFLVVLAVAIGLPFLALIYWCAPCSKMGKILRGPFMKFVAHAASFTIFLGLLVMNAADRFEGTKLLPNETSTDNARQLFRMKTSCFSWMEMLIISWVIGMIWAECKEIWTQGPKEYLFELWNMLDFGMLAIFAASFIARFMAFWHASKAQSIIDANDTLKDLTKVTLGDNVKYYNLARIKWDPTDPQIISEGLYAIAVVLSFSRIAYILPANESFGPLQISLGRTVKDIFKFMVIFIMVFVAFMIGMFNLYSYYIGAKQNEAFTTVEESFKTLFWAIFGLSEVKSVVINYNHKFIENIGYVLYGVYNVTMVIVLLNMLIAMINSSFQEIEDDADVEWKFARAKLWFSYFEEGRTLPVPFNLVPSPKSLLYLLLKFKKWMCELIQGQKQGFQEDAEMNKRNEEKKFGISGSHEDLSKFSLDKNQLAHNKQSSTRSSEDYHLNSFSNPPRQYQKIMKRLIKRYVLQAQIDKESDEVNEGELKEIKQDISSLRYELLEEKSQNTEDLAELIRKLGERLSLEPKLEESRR
MrgX1 agonist: agonists of human MrgX1 receptor; MrgX1-HEK293 cells, Fluo-4 calcium fluorescence, agonist mode; active compounds read high; AID 588627; 0.44% of 310,000 active; B-score at 10 µM; Q96LB2;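 active = calcium response B-score plate-corrected fluorescence ratio at least 3 library SD, with starting fluorescence B-score inside 5 SD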
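Material: HEK293 cells stably expressing human MrgX1 receptor | Quantity: 15,000 cells per well | Times: Cells plated overnight, dye loaded 0.5 h 37 °C, 0.5 h room temperature | Measured by: Kinetic Fluo-4 NW fluorescence of intracellular calcium | Control set: Positive and negative controls per plate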
MrgX1 PAM: allosterically activates human MrgX1 receptor signaling; 0.63% of 310,000 active; AID 588675; Q96LB2; B-score at 10 µM; MrgX1-HEK293, Fluo-4 calcium flux, FDSS; active compounds read high;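 active = plate-corrected calcium response at least 3 library SD above typical, normal starting fluorescence, not activating the receptor alone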;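 note: compound read alongside a low EC10 to EC30 dose of BAM8-22 agonist; peak minus trough fluorescence over baseline measured at the second addition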
TRPC4 block: blocks the mouse TRPC4 cation channel | 0.39% of 300,000 active | HEK293 TRPC4beta/mu-opioid, DAMGO-evoked Fluo4 calcium flux; active compounds read low | B-score at 10 µM | Q9QUQ5 | AID 2247;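 active = B-score over 3 SD under the library average, no early fluorescence shift, positive overall ratio signal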
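System: stable TRPC4beta/mu-opioid receptor HEK293 cells; Dosing: single-point compound dosing; Measured by: Fluo4 Ca2+ flux fluorescence; Read-out basis: per-well B score of integrated baseline-normalized Fluo4 ratio.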
ANO1 activ: mouse TMEM16A channel activation, primary screen; HEK293 TMEM16A/YFP-H148Q/I152L, iodide quench fluorescence; active compounds read low; B-score at 10 µM; 0.3% of 340,000 active;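 active = fluorescence-ratio B-score plate-corrected deviation score at least 3 library SD below zero, with starting fluorescence score within 5 deviations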;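 note: channel opened by trigger with iodide after compound preincubation; score built on the fluorescence ratio of max minus min over baseline; more negative score means more quench and so TMEM16A activation or potentiation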
TRPC4 PAM: TRPC4 (mouse) allosteric potentiation | Q9QUQ5 | HEK293 TRPC4beta/mu-opioid, DAMGO EC20, Fluo-4 Ca2+ flux; active compounds read high | B-score at 10 µM | 0.42% of 310,000 active | AID 2227;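 active = B-score of calcium response area above 5 SD of library B-scores, with initial fluorescence ratio within 5 SD of library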;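 note: B-score of integrated fluorescence ratio over time as area under calcium response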
TRPC6 inhibitor: mouse TRPC6 channel inhibition | Q61143 | HEK293-TRPC6, membrane potential dye, ACh-evoked depolarization; active compounds read low | B-score at 10 µM | 1.1% of 310,000 active | AID 2553;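 active = B-score under library mean minus 3 SD, initial fluorescence not abnormally high, positive integrated signal ratio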;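 note: B-score derived from integrated fluorescence ratio over the kinetic read; more negative B-score means stronger inhibition of depolarization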
MrgX1 antag: antagonists of human MrgX1 receptor; Q96LB2; MRGX1-HEK293 calcium flux, Fluo-4, BAM8-22 antagonism; active compounds read low; B-score at 10 µM; 1.3% of 310,000 active; AID 588676;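 active = calcium-response B-score plate-corrected more than 3 library SD below zero, starting fluorescence within 5 deviations, no agonist response on first addition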;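 note: peak minus trough fluorescence over baseline after final BAM8-22 challenge near maximal dose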
TRPC4 agonist: activators of mouse TRPC4 channel. Q9QUQ5. HEK293 TRPC4beta/mu-opioid, Fluo4 calcium fluorescence; active compounds read high. B-score at 10 µM. 0.49% of 310,000 active. AID 2237;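 active = B-score above 5 SD of library B-scores, and initial fluorescence ratio not above library mean plus 5 SD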;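 note: positive B-score marks a calcium rise read as TRPC4 activation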
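Assay system – TRPC4beta and mu-opioid receptor HEK293 stable cells · Measured by – Fluo4 fluorescence, kinetic · Schedule – dye loading 45 min room temperature, 110 s kinetic read · Read-out – B-scored integrated calcium fluorescence ratio · Controls – buffer and maximal DAMGO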
SKKanGAS inh: SKKanGAS growth inhibition | S. pyogenes SKKanGAS, kanamycin growth, BacTiter-Glo, 6 h | inhibition, % at 7.5 µM | 1.3% of 300,000 active;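 active = mean replicate score, as percent of positive control median, at least 50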;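 note: strain carries kanamycin resistance gene driven by streptokinase promoter and grows in 40 µg/ml kanamycin; loss of luminescence reflects streptokinase promoter inhibition or plain growth inhibition; 0% = median of DMSO wells and 100% = positive control at its reference dose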
The depositor's hits bear a star; i = inactive; / = not tested or not shown.

SMILES	ANO1 block	TRPC6 activator	MrgX1 agonist	MrgX1 PAM	TRPC4 block	ANO1 activ	TRPC4 PAM	TRPC6 inhibitor	MrgX1 antag	TRPC4 agonist	SKKanGAS inh
COc1cc(C(=O)OCC(=O)c2cc(C)n(CC3CCCO3)c2C)ccc1OCC(=O)N1CCOCC1 (stereo unspecified)	i	i	i	i	i	i	i	i	i	i	-12.4
O=C(CN1CCN(C/C=C/c2ccccc2)CC1)NC(=O)NC1CCCCC1	i	i	i	i	i	i	i	i	i	i	2.1
CN1CCC/C1=C/C=C1\SC(=S)NC1=O	i	/	i	i	/	i	/	/	i	/	/
Cn1nnnc1SCC(=O)NCc1cccs1	i	i	i	i	i	i	i	i	i	i	-1.5
O=C(Cn1ncc(Cl)c(Cl)c1=O)NC1CCS(=O)(=O)C1 (stereo unspecified)	i	i	i	i	i	i	i	i	i	i	2.7
CC(NC(=O)c1ccccc1Cl)C1COc2ccccc2O1 (stereo unspecified)	i	i	i	i	i	i	i	i	i	i	4.3
Cc1ccc(Cl)cc1N1CCN(C(=O)c2ccc3nc[nH]c3c2)CC1	i	i	i	i	i	i	i	i	i	i	-2.8
O=C(Nc1ccccc1Br)C(=O)N1CCCC1	i	i	i	i	i	i	i	i	i	i	-0.1
O=C(NNC(=O)c1ccccc1-n1cccc1)c1ccc(Cl)cc1Cl	i	i	i	i	i	i	i	i	i	i	0.3
COc1cccc(C(=O)N2CCC(CCC(=O)Nc3cccc(C)c3)CC2)c1	i	i	i	i	i	i	i	i	i	i	25.8
Cc1ccccc1OCCCC(=O)Nc1nncs1	i	i	i	i	i	i	i	i	i	i	-8.8
COc1cccc(CNC(=O)C2CCN(S(=O)(=O)N3CCC4(CC3)OCCO4)CC2)c1	i	i	i	i	i	i	i	i	i	i	6.7
CC(=O)OC(COc1cccc(C)c1)Cn1cnc2ccccc21 (stereo unspecified)	i	i	i	i	i	i	i	i	i	i	3.2
COc1ccccc1NC(=O)c1cc(Br)ccc1Cl	i	i	i	i	i	i	i	i	i	i	11.0
CCN(CC)CCOc1nc(C)nc2c1oc1ccccc12	i	i	i	i	i	i	i	i	i	i	1.2
COc1ccc(OC)c(NC(=O)C2CCCCC2)c1	i	i	i	i	i	i	i	i	i	i	8.2
CCc1ccccc1NC(=O)CN(C)C(=O)COc1ccc(C)nc1[N+](=O)[O-]	i	i	i	i	i	i	i	i	i	i	0.2
O=C(Nc1ccc(S(=O)(=O)NCc2cccnc2)cc1)c1ccccc1Cl	i	i	i	i	i	i	i	i	i	i	-17.7
CC(C)C[C@H](NC(=O)OC(C)(C)C)c1nnc(SCC(=O)Nc2ccc(Br)cc2)o1	i	i	i	i	i	i	i	i	i	i	9.5
O=C(NNC(=O)c1ccco1)c1ccccc1	i	i	i	i	i	i	i	i	i	i	2.5
CCOC(=O)C(=CNNc1c(C)csc1C(=O)OC)C(=O)OCC	i	i	i	i	i	i	i	i	i	i	-1.2
O=C(NNC(=O)c1sccc1-n1cccc1)Nc1ccccc1	i	i	i	i	i	i	i	i	i	i	-6.5
COc1cccc(OC)c1CN(C)C(=O)c1cnccc1C(F)(F)F	i	i	i	i	i	i	i	i	i	i	-1.7
O=S(=O)(NCC(c1ccc2c(c1)OCO2)N1CCOCC1)c1ccc(F)cc1 (stereo unspecified)	i	i	i	i	i	i	i	i	i	i	-5.7
Cc1ccc(C2CC(=O)N(c3ccc(F)cc3)C3=C2C(=O)CCC3)cc1 (stereo unspecified)	i	i	i	i	i	i	i	i	i	i	-4.1
SMILES	ANO1 block	TRPC6 activator	MrgX1 agonist	MrgX1 PAM	TRPC4 block	ANO1 activ	TRPC4 PAM	TRPC6 inhibitor	MrgX1 antag	TRPC4 agonist	SKKanGAS inh
CCc1cc2c(=O)n(CCCOC)c(SCC(=O)Nc3oc(C)c4c(C)n[nH]c(=O)c34)nc2s1	i	i	i	i	i	i	i	i	i	i	17.4
Cn1c(=O)c2c(nc(OCC3COC(C)(C)O3)n2Cc2ccccc2F)n(C)c1=O (stereo unspecified)	i	i	i	i	i	i	i	i	i	i	-0.1
Cc1ccc(C(=O)Nc2ncc([N+](=O)[O-])s2)cc1	25*	i	i	i	i	i	i	i	-4.54*	i	13.4
O=C(CSc1nnc(-c2ccc(Br)cc2)o1)N1CCN(C(=O)c2ccco2)CC1	i	i	i	i	i	i	i	i	i	i	-6.1
COC(=O)c1ccc(S(=O)(=O)N2CCc3ccccc32)cc1	i	i	i	i	i	i	i	i	i	i	2.9
CCN1CCC(=NNC(=O)c2ccc(C)c([N+](=O)[O-])c2)CC1	i	i	i	i	i	i	i	i	i	i	2.3
O=C(O)c1cc(NS(=O)(=O)c2ccc(N3CCCCC3)c([N+](=O)[O-])c2)cc(C(=O)O)c1	i	i	i	i	i	i	i	i	i	i	-14.1
CCn1nc(C)c(NC(=O)CC23CC4CC(CC(C4)C2)C3)c1C	i	i	i	i	i	i	i	i	i	i	-1.1
Cc1ccc(/C=N/NC(=O)c2ccc3c(c2)OCCO3)s1	i	i	i	i	i	i	i	i	i	i	17.4
NS(=O)(=O)c1ccc(CCNC(=O)C(=O)C2C(=O)Nc3ccccc32)cc1 (stereo unspecified)	i	i	i	i	i	i	i	i	i	i	-0.8
Cc1nn(C)cc1C(C)NC(=O)c1cc(COc2c(F)cccc2F)on1 (stereo unspecified)	i	i	i	i	i	i	i	i	i	i	2.9
Cc1csc(NC(=O)CS(=O)(=O)Cc2ccccc2)n1	i	i	i	i	i	i	i	i	i	i	-0.6
NC1=NC(=O)/C(=C/c2ccc(OCC(=O)O)cc2)S1	i	i	i	i	i	i	i	i	i	i	1.5
CCn1cnc2cc(NCc3cccs3)ccc21	i	i	i	i	i	i	i	i	i	i	0.1
Cc1ccc2nsnc2c1S(=O)(=O)NCc1cccnc1	i	i	i	i	i	i	i	i	i	i	2.4
CCOC(=O)N1CCC(N(CCN(C)C)C(=S)Nc2ccc(Oc3ccccc3)cc2)CC1	i	i	i	i	i	i	i	i	i	i	1.5
COc1cccc(CN2CCN(C3CCN(c4ccccc4F)CC3)CC2CCO)c1 (stereo unspecified)	i	i	i	i	-5*	i	i	i	i	i	-4.1
Fc1ccccc1OCCCCSc1ncccn1	i	i	i	i	i	i	i	i	i	i	-10.5
CCCCN(C(=O)Cn1nnc2ccccc21)C(C(=O)NCCOC)c1ccc(OC)cc1OC (stereo unspecified)	i	i	i	i	i	i	i	i	i	i	-3.9
CCC(=O)N1c2ccc(S(=O)(=O)N(CCO)Cc3ccccc3)cc2CC1C (stereo unspecified)	i	i	i	i	i	/	i	i	i	i	-4.7
COc1cc([N+](=O)[O-])ccc1NC(=O)CN(C)C	i	i	i	i	i	i	i	i	i	i	-1.5
COc1ccc(N/C=C/C(=O)c2ccc3c(c2)OCO3)cc1OC	i	i	i	i	i	i	i	i	i	i	-2.9
Cc1ccc(C(=O)N[C@H](C(=O)OCc2nnc(-c3ccccc3)o2)C(C)C)cc1	i	i	i	i	i	i	i	i	i	i	-5.4
O=C(NCc1ccccn1)c1cc(-c2ccccc2)nc2ccccc12	i	i	i	i	i	i	i	i	i	i	25.2
CC1CCN(C(=O)C2CC(c3ccc(F)cc3)=NO2)CC1 (stereo unspecified)	i	i	i	i	i	i	i	i	i	i	3.7

Just TRPC4 block and TRPC6 activator (2 entries from above):
smiles | TRPC4 block | TRPC6 activator
Cc1nn(C)cc1C(C)NC(=O)c1cc(COc2c(F)cccc2F)on1 (stereo unspecified) | i | i
Cc1csc(NC(=O)CS(=O)(=O)Cc2ccccc2)n1 | i | i

The list continues:
SMILES	ANO1 block	TRPC6 activator	MrgX1 agonist	MrgX1 PAM	TRPC4 block	ANO1 activ	TRPC4 PAM	TRPC6 inhibitor	MrgX1 antag	TRPC4 agonist	SKKanGAS inh
COc1ccc(CNC(=O)CS(=O)Cc2nc(-c3ccc(C)cc3)oc2C)cc1 (stereo unspecified)	i	i	i	i	i	i	i	i	i	i	-6.3
COc1ccc2[nH]c(=O)c(CN(C(=O)c3cccnc3)c3cccc(C)c3)cc2c1	i	i	i	i	i	i	i	i	i	i	2.3
CCNc1nc(SCc2ccccc2)nc(N2CCOCC2)n1	i	/	i	i	/	i	/	/	i	/	0.2
CN(C)/C=C/c1onc(-c2ccccc2Cl)c1C#N	i	i	i	i	i	i	i	i	i	i	15.9
Cc1ccc(CSCC(=O)N(C)CC(=O)Nc2c(Cl)cccc2Cl)cc1	i	i	i	i	i	i	i	i	i	i	0.4
C=CCn1c(Cc2ccc(OC)cc2)nnc1SCC(=O)c1cccc([N+](=O)[O-])c1	i	i	i	i	i	i	i	i	i	i	-4.1
O=C(NC(=S)Nc1ccc(S(=O)(=O)Nc2nccs2)cc1)c1ccccc1F	i	i	i	i	i	i	i	i	i	i	11.2
CCOc1ccc(C(C(=O)Nc2ccc(F)cc2)N(C(=O)Cn2nnc3ccccc32)C2CC2)cc1 (stereo unspecified)	i	i	i	i	i	i	i	i	i	i	2.8
Cc1ccc(S(=O)(=O)N/N=C\c2cn(CC(N)=O)c3ccccc23)cc1C	i	i	i	i	i	i	i	i	i	i	0.6
O=C(NNC(=O)c1ccncc1)c1ccncc1	i	i	i	i	i	i	i	i	i	i	/
N#CCC(=O)N/N=C\c1ccccc1OC/C=C/c1ccccc1	i	i	i	i	i	i	i	i	i	i	1.6
O=C(O)c1cccc2c1C(=O)N(C1CCCCC1)C2	i	i	i	i	i	i	i	i	i	i	3.2
COc1ccc(C2C(C#N)=C(N)Nc3nc4ccccc4n32)cc1 (stereo unspecified)	i	i	i	i	i	i	i	i	i	i	2.1
CCCCNc1ccc2nsnc2c1[N+](=O)[O-]	i	i	i	i	i	i	i	i	i	i	2.2
O=C(CCCNS(=O)(=O)c1cccc2nsnc12)NCc1ccccc1	i	i	i	i	i	i	i	i	i	i	-2.3
CC(C)Cn1c(N)c(C(=O)COC(=O)c2cc(-c3ccccc3)nc3ccccc23)c(=O)n(C)c1=O	i	i	i	i	i	i	i	i	i	i	27.5
COc1ccc(C(=O)n2nc(C)cc2C)cc1OC	i	i	i	i	i	i	i	i	i	i	-3.0
COc1cccc(C2CC(C(F)(F)F)n3ncc(C(=O)Nc4c(C)n(C)n(-c5ccccc5)c4=O)c3N2)c1 (stereo unspecified)	i	i	i	i	i	i	i	i	i	i	0.4

Screens deposited in PubChem BioAssay by several laboratories.
